# Assay outcomes as filed in PubChem BioAssay.
# PI4K2A block: qHTS for small molecular inhibitors of PI4K2A; Phosphatidylinositol 4-kinase type 2-alpha (Homo sapiens), Q9BTU6; purified PI4K2A, ADP-Glo luminescence, 1 h; hits give low values; activity change, negative = inhibition, % at 76.9 µM; hit rate 0.13% among 420,000; in the data active = activity change below about -50%; inconclusive = mostly about -30% to -49%;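 also: -100% = wells without enzyme as full effect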
#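 ADP-Glo luminescence measured ADP generated by PI4K2A enzyme (4 ug/mL before mixing) with 1.2 mM PI substrate (pre-mix) and 300 microM ATP (pre-mix). Tris pH7.5 buffer with MgCl2, Triton X-100; 1 h reaction at ambient temperature.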
# USP1 inh: Inhibitors of USP1/UAF1: Primary Screen. Ubiquitin carboxyl-terminal hydrolase 1 (Homo sapiens), O94782. Potency, µM (doses to about 57.1 µM), for the others: at the top dose activity change, negative = inhibition, hits mostly inhibitors. recombinant USP1/UAF1, Ub-Rhodamine cleavage fluorescence. hit rate 0.23% among 390,000. AID 743255, 2014; also: potency is read from the fitted curve at half-maximal effect; % is scaled to controls: 0 for no effect and ±100 for the full control effect; nearly all actives have a fitted effect of over 60% in size; inactives centre near -12
# Target sequence (O94782 whole entry, looked up): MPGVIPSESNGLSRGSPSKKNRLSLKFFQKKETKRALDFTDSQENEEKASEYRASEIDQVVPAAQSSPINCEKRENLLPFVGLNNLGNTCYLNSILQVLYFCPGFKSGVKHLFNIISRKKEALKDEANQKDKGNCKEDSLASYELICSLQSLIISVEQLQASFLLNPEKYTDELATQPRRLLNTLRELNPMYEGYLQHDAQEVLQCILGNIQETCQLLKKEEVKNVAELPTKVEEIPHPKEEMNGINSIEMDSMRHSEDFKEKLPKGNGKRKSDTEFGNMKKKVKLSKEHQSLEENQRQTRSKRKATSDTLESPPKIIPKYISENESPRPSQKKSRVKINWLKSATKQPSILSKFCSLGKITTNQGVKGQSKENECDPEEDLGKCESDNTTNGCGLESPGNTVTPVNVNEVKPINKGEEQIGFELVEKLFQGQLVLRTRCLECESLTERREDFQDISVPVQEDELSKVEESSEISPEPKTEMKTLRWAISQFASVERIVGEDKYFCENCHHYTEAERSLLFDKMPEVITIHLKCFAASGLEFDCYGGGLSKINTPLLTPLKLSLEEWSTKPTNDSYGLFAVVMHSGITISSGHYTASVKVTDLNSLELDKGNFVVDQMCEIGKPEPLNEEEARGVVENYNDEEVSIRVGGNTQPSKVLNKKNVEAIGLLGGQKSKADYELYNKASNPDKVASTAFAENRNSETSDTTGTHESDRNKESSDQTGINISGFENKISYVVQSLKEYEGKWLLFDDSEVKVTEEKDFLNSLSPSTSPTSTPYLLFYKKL
#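 In this screen, compounds sit with the deubiquitinase complex (1nM) for 15 min at room temperature before Ub-Rho is added at 150nM final. Fluorescence rise is then followed for 6 reads every 60 seconds.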
# TrxR1 substrate: qHTS Assay for Substrates of Mammalian Selenoprotein Thioredoxin Reductase 1 (TrxR1): qHTS; Thioredoxin reductase 1, cytoplasmic (Rattus norvegicus), O89049; hit rate 0.01% among 390,000; purified TrxR1 substrate turnover, NADPH consumption readout; AID 588456, 2011; Potency, µM (highest dose often 114 µM), without a hit: at the highest dose activity change, negative = substrate turnover; also: potency is read from the fitted curve at half-maximal effect; % is scaled to controls: 0 for no effect and ±100 for the full control effect; nearly all actives have a fitted effect of over 50% in size
#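 Rat TrxR1, dispensed at 90 nM, was prereduced with 400 uM NADPH (final) for 5 min at ~22 deg C, then incubated with compound 15 min before 400 uM selenite. A first-read NADPH fluorescence drop versus no-compound background flagged substrates.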
# D2 agonist: HTS Assay for Allosteric Agonists of the Human D2 Dopamine Receptor: Primary Screen for Agonists; D(2) dopamine receptor (Homo sapiens), P14416; HEK293 T-REx D2 cells, calcium flux agonist mode; activation, % at 2 µM; hit rate 0.53% among 340,000; AID 485358, 2010;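 active = activation over 3 SD above normal in the single-dose calcium agonist read, cut at about 30% in these data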; also: 0% is about no effect
#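 HEK293 Trex D2 cells, tetracycline-induced, o/n 30 C 5% CO2; no-wash Ca dye, RT 30–90 min; 10-cycle baseline, 23 nl cpd added, kinetic Ca read 180 s; agonist hits = positive Ca response.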
# TrxR1 inh: qHTS Assay for Inhibitors of Mammalian Selenoprotein Thioredoxin Reductase 1 (TrxR1): qHTS | recombinant rTrxR1, NADPH fluorescence consumption, selenite substrate | Potency, µM (top dose mostly 114 µM), without a hit: top-dose activity change, negative = inhibition, most hits filed as inhibitors | hit rate 1% among 390,000 | AID 588453, 2011; also: potency is read from the fitted curve at half-maximal effect; % is scaled to controls: 0 for no effect and ±100 for the full control effect; nearly all actives have a fitted effect of over 65% in size
#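 Rat TrxR1 (90 nM in the dispensed reagent) was pre-reduced with 400 uM NADPH for 5 min at room temperature, then incubated with compound for 15 min. After 400 uM selenite was added, NADPH fluorescence (Ex 340/Em 450 nm) was followed for 8 min.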
# mIDH1 inhibitor: qHTS for Inhibitors of mutant isocitrate dehydrogenase 1 (IDH1): qHTS; IDH1-R132H enzyme, NADPH consumption, diaphorase/resazurin fluorescence; Potency, µM (highest dose often 76.6 µM), inactives show at the highest dose activity change, negative = inhibition, actives largely listed as inhibitors; hit rate 0.093% among 390,000; also: potency is read from the fitted curve at half-maximal effect; % is scaled to controls: 0 for no effect and ±100 for the full control effect; nearly all actives have a fitted effect of over 65% in size
#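 IDH1-R132H (0.5 ug/mL dispensed) in pH 7.5 Tris buffer was preincubated 30 min with compound, then given a substrate mix of 0.016 mM NADPH and 2 mM alpha-KG for 80 min at room temperature; remaining NADPH was read by diaphorase/resazurin fluorescence.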
# TRHR ag: qHTS for Small Molecule Agonists and Allosteric Enhancers of Human TRH Receptor: Primary Screen for Agonists; Thyrotropin-releasing hormone receptor (Homo sapiens), P34981; TRHR cells, calcium flux fluo-8, FDSS agonist mode; activation, % at 2 µM; hit rate 0.18% among 360,000; in the data active = activation above about 30%; also: 0% is about no effect
#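 Read-out: compound-evoked intracellular calcium rise in TRHR cells, fluo-8 dye, kinetic FDSS fluorescence at 1 s/cycle following a 10-cycle baseline. Cells cultured overnight before dye loading (30 min–1.5 h, RT).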
# D2 antag: HTS Assay for Allosteric Antagonists of the Human D2 Dopamine Receptor: Primary Screen for Antagonists; AID 485344, 2010; inhibition, % at 10 µM; D(2) dopamine receptor (Homo sapiens), P14416; HEK293 TREx D2 cells, calcium flux, dopamine EC80; hit rate 2% among 340,000; in the data active = inhibition above about 30%; also: 0% is about no effect
#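 Tetracycline-induced HEK293 TREx cells expressing D2 receptor forced-coupled to calcium signalling, loaded with no-wash calcium dye. Compounds added and calcium flux read 180 s, then dopamine added at EC80 and read a further 180 s.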
# TRHR enhancer: qHTS for Small Molecule Agonists and Allosteric Enhancers of Human TRH Receptor: Primary Screen for Enhancers. Thyrotropin-releasing hormone receptor (Homo sapiens), P34981. TRHR cells, fluo-8 calcium fluorescence, EC20 TRH enhancement. enhancement, % at 2 µM. hit rate 0.66% among 360,000. AID 493056, 2011; in the data active = enhancement above about 30%; also: 0% is about no effect
#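 TRHR-expressing cells loaded with fluo-8 calcium dye were read kinetically (ex 480/em 530) during compound addition, then stimulated with an EC20 of TRH (10 nM final). Enhancement of the Gq-mediated intracellular calcium response was scored.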
# * marks the source's active call; other numbers are inactive results; ? = inconclusive; . = no result given; & = joins results of further samples; [ ] = remark or other dose. Unless noted, calls follow the shape of the dose curve; as a rule, active = well fitted inhibition curve with a large enough effect; inconclusive = small, poorly fitted or top-dose-only effect; inactive = no such curve, though single readings can be large or run the other way. This is a random part of the collection (roughly 3.9% active in at least one column).
Molecule	PI4K2A block	USP1 inh	TrxR1 substrate	D2 agonist	TrxR1 inh	mIDH1 inhibitor	TRHR ag	D2 antag	TRHR enhancer
c1ccc(Cc2nc3ccccc3n2Cc2ccccc2)cc1	-2	-14%	-14%	-0.1	-14%	1%	0.7	-12	-13
Cc1cc(C)cc(CN2C(=O)NC3(CCCCCC3)C2=O)c1	3	-6%	-4%	-2.2	4%	-8%	1.6	8	-11
CC(=O)NNC(=O)c1csc(Cc2c(Cl)sc3ccc(Cl)cc23)n1	-2	-21%	5%	2.7	13%	-2%	2.4	-3	-2
CC1=C(C(=O)OCC2CCCCC2)C(c2cccc(F)c2F)CC(=O)N1 (centres undefined)	-10	?	0%	-0.9	9%	-6%	-0.6	.	0
COC(=O)c1ccccc1C(=O)c1ccc2c(c1)NC(=O)CO2	2	-17%	4%[57.1 µM]	-0.2	5%[57.1 µM]	3%	0.1	-17	2
O=C(NCC1CCCO1)C(C(=O)c1ccc(F)cc1)n1ccccc1=O (centres undefined)	-4	-4%	9%	0.6	22%	9%	-0.6	4	12
C1CCc2nnc(C3CC3)n2CC1	0	2%	13%[57.1 µM]	-1.0	22%[11.4 µM]	4%	1.2	-5	0
O=C(COC(=O)COc1ccccc1)Nc1cccc([N+](=O)[O-])c1	-1	-5%	13%[57.1 µM]	-0.2	35%[57.1 µM]	4%	-0.8	1	7
C=CCC[C@@H](Cc1ccc(F)cc1)C(=O)OC[C@@H](Cc1ccccc1)NC(=O)[C@@H](CC=C)CC(=O)N[C@@H](CO)Cc1ccccc1	1	-17%	5%[57.1 µM]	.	23%[57.1 µM]	-3%	.	.	.
CCOC(=O)CC(NC(C)=O)c1ccc([N+](=O)[O-])cc1 (centres undefined)	-1	-6%	7%[0.457 µM]	0.1	7%	2%	0.4	2	2
O=C(NCc1cccnc1)c1cnn2ccccc12	3	?	62%[activator]	0.4	24%	10%	0.6	2	2
CCn1cc(C(=O)N2CCn3c(nc4ccccc43)C2)c(=O)c2ccc(C)nc21	-2	-14%	-1%	-1.3	9%	3%	0.2	11	2
COC(=O)c1ccc(Cn2c(CN3CCOCC3)nc3ccccc3c2=O)o1	3	-17%	-7%	-1.5	?	3%	-0.3	7	-1
O=[N+]([O-])c1ccccc1N=Nc1ccc(O)cc1	-6	-23%	-6%	.	11%	3%	.	.	.
Cc1cc(C)c(NC(=O)C(C)n2nc(-c3ccc(C)c(C)c3)ccc2=O)c(C)c1 (centres undefined)	2	-25%	44%[activator]	.	59%[activator]	12%	0.0	.	-2
CCCCCC(O)c1cccc(OCc2ccc3ccccc3n2)c1 (centres undefined)	1&0	-29%	-12%[57.1 µM]	1.4	-8%[57.1 µM]	0%	-0.7	25	-2
COc1ccc(OCCSc2nnnn2C2CCCCC2)cc1	-2	-16%	10%[57.1 µM]	-1.9	24%[57.1 µM]	6%	-1.4	0	3
Cc1ccc(C)c2[nH]c(=O)c(CN(CC3CCCO3)C(=O)NC3CCCCC3)cc12 (centres undefined)	-6	-13%	10%[57.1 µM]	-2.1	30%[57.1 µM]	4%	-2.0	20	-13
COc1ccccc1CCNC(=O)CCSc1nc(-c2ccco2)cc(C(F)(F)F)n1	-13	-25%	4%	0.7	-13%	11%	-0.3	-19	2
CC(C)(C)NC(=O)CN(Cc1cccs1)C(=O)CNS(=O)(=O)c1ccccc1	0	-2%	-10%	-0.2	-15%	5%	-0.3	-5	1
O=[N+]([O-])c1ccc(CSc2ccc(S(=O)(=O)N3CCCCCC3)cn2)cc1	1	-12%	-7%	1.9	2%	0%	1.3	7	-7
CC(C)(C)NC(=O)NC(=O)CSc1ccc(S(=O)(=O)N2CCOCC2)cn1	1	-3%	0%	-0.2	7%	-4%	-0.3	6	-3
Cc1ccc(-c2nc3ncccn3c2Nc2ccccc2C)o1	7	-18%	-1%	.	?	4%	0.5	.	0
O=C(NCc1cccnc1)[C@@H]1CC=C[C@@H]2CCN(Cc3ccccc3)C(=O)[C@@H]21	0	-15%	7%&2%	.	16%&4%	-10%	.	.	.
Cc1ccc2c(c1)[C@H]1[C@H](CO2)[C@H](c2ccccc2)[C@]2(C)C(=O)N(Cc3ccc(F)cc3)CC(=O)N12	2	?	4%[57.1 µM]	.	17%[57.1 µM]	-6%	.	.	.

# Overlap with the part before: 6 entries, then new ones.
Molecule	PI4K2A block	USP1 inh	TrxR1 substrate	D2 agonist	TrxR1 inh	mIDH1 inhibitor	TRHR ag	D2 antag	TRHR enhancer
CC(C)(C)NC(=O)CN(Cc1cccs1)C(=O)CNS(=O)(=O)c1ccccc1	0	-2%	-10%	-0.2	-15%	5%	-0.3	-5	1
O=[N+]([O-])c1ccc(CSc2ccc(S(=O)(=O)N3CCCCCC3)cn2)cc1	1	-12%	-7%	1.9	2%	0%	1.3	7	-7
CC(C)(C)NC(=O)NC(=O)CSc1ccc(S(=O)(=O)N2CCOCC2)cn1	1	-3%	0%	-0.2	7%	-4%	-0.3	6	-3
Cc1ccc(-c2nc3ncccn3c2Nc2ccccc2C)o1	7	-18%	-1%	.	?	4%	0.5	.	0
O=C(NCc1cccnc1)[C@@H]1CC=C[C@@H]2CCN(Cc3ccccc3)C(=O)[C@@H]21	0	-15%	7%&2%	.	16%&4%	-10%	.	.	.
Cc1ccc2c(c1)[C@H]1[C@H](CO2)[C@H](c2ccccc2)[C@]2(C)C(=O)N(Cc3ccc(F)cc3)CC(=O)N12	2	?	4%[57.1 µM]	.	17%[57.1 µM]	-6%	.	.	.
O=C(CCOc1ccccc1)Nc1ccccc1	-3	-15%	7%[57.1 µM]	0.2	2%[57.1 µM]	0%	-0.5	0	6
CCOC(=O)/C(N=Nc1ccc(C(=O)O)cc1[N+](=O)[O-])=C(\C)O	4	-21%	-4%	3.7	12%	3%	-1.2	-1	-2
COC(=O)c1cc(Cl)ccc1NC(=O)Cn1c(C)cc(C)c(C#N)c1=O	2	-27%	8%	2.0	17%	5%	0.9	.	21
COc1cc(C(=O)Nc2ccc(S(=O)(=O)N3CCOCC3)cc2)c([N+](=O)[O-])cc1OC	3	-8%	-2%	-0.2	-1%	-3%	-0.6	10	4
O=C(Nc1ccc(N2CCCC2)cc1)C(Cl)c1ccccc1 (centres undefined)	?	-23%	-3%	2.1	16µM*	21%	0.0	-9	8
CSc1cccc(NC(=S)N(Cc2ccc(C)cc2)Cc2ccccn2)c1	7	-14%	8%[57.1 µM]	0.8	20%[57.1 µM]	-5%	-0.9	20	-4
COc1ccc(CNC(=O)C(C)n2nc(C)c3c(C)n(-c4ccccc4)nc3c2=O)c(OC)c1 (centres undefined)	-5&-3	-23%&-12%	-4%&9%	-1.3	-1%&28%	0%&13%	0.3&-0.3	.	-14&2
Cc1ccc(NC(=O)C(c2ccccc2)N2CCN(CC(=O)NC3CC3)CC2)cc1Cl (centres undefined)	3	-11%	-11%	-1.0	-8%	-2%	0.1	10	4
COC(=O)C1=C(C)N(Cc2ccco2)C(=O)N[C@@H]1c1cccc(C(F)(F)F)c1	.	.	.	-0.9	.	.	-0.7	6	-4
O=C(COC(=O)/C=C/c1ccccc1)NCc1cccs1	-2	-22%	4%	0.0	30%	3%	-1.3	-3	9
O=C(NCc1ccc(Cl)cc1)c1ccc2nc[nH]c2c1	-3	-10%	-3%	-0.3	9%	-14%	0.0	-8	29
CC(=O)NC(Cc1c[nH]c2ccccc12)C(=O)OCC(=O)Nc1cc(C)on1 (centres undefined)	2	-5%	0%	0.2	-9%	4%	-0.1	-3	4
Cc1cc(C)c(C(=O)COC(=O)C2CC3CCCC(C2)C3=O)c(C)c1 (centres undefined)	-3	-4%	-10%	-0.3	-6%	3%	-0.7	-19	4
O=C(NCCc1ccccc1)c1cccc(NC(=O)C2CC2)c1	1	-4%	-2%	.	9%	5%[38.3 µM]	.	.	.
Cc1cc(Nc2ccccc2Cl)c2ccccc2n1	-1	-4%	-8%	.	8%	-6%	.	.	.
Cc1nnc(N2CCC(C(=O)NC(C)C)CC2)c2nn(-c3ccc(Cl)cc3)c(C)c12	2	-7%	5%	0.2	10%	-3%	-0.4	.	4
COc1ccc(N2C(=O)CSC23C(=O)N(CC(=O)NC2CCCC2)c2ccccc23)cc1 (centres undefined)	10	-17%	3%	0.2	10%	-1%	-0.1	7	3
CCc1cc2c(SCC(=O)NC3CC3)ncnc2s1	-5	-17%	-3%	.	-11%	5%	.	.	.
Cc1cc(NC(=O)c2ccc3c(c2)C(=O)N(Cc2ccccc2)C3=O)no1	0	-7%	-8%[57.1 µM]	1.7	23%[57.1 µM]	5%	0.3	-5	-2
O=C(NC(=S)N1CCCCCC1)c1ccccc1Cl	-6	3%	-5%	-0.9	11%[57.1 µM]	15%	-0.1	-7	4
